Screening data: PubChem, several laboratories
MEP2 TOR yeast: yeast TOR pathway MEP2-GFP modulation | AID 2016 | 330,000 tested, 0.51% active | GFP response vs DMSO, % at 10 µM | S. cerevisiae MEP2-GFP strain, flow cytometry GFP, 3 h; 100% = DMSO control level;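 active = GFP response versus DMSO above a set limit, roughly screen mean plus 3 SD, cut at about 180% in these data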;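 also: median GFP fluorescence of the barcode-gated MEP2-GFP cells per well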
RPL19A TOR yeast: modulators of TOR pathway RPL19A-GFP in S. cerevisiae. S. cerevisiae RPL19A-GFP strain, flow cytometry, 3 h; active compounds read low. percent response vs DMSO, % at 10 µM. 330,000 tested, 0.3% active;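 active = percent response vs DMSO below 50%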;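 also: median channel GFP fluorescence of the barcoded RPL19A-GFP strain; ratio of sample median GFP to plate DMSO average so 100% = DMSO; lower means less RPL19A-GFP as with rapamycin TOR inhibition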
AHR act: human AHR activation. AID 2796. P35869. AHR-responsive luciferase reporter cells, luminescence. activation, % at 5 µM. 320,000 tested, 2.5% active; in the data active = activation above about 47%;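 also: 0% = vehicle wells and 100% = reference agonist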
Target sequence (P35869 whole entry, looked up): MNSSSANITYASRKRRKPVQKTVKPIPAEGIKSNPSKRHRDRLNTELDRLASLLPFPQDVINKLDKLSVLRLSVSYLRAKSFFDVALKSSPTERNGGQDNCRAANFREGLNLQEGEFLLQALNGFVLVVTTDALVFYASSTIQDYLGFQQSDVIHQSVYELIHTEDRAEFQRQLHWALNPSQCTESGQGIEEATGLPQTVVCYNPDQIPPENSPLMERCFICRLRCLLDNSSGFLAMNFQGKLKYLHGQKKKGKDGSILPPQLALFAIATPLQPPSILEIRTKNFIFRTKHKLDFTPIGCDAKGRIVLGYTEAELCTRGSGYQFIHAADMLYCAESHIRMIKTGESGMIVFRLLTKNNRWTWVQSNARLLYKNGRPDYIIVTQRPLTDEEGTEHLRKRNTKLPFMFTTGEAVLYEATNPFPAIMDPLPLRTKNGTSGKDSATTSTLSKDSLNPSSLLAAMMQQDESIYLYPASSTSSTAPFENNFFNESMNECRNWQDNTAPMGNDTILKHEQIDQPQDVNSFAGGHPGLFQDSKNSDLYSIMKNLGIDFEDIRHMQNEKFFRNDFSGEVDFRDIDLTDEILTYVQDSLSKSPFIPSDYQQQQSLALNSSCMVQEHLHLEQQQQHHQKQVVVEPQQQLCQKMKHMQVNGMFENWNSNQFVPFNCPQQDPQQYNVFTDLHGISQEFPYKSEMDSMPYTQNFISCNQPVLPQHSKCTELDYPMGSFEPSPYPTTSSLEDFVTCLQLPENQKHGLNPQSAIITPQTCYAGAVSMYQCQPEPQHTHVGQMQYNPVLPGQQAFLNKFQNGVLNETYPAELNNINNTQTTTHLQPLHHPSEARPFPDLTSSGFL
CIT2 TOR yeast: modulators of TOR pathway CIT2-GFP in S. cerevisiae; GFP response vs DMSO, % at 10 µM; S. cerevisiae CIT2-GFP strain, flow cytometry, 3 h; 100 means same as DMSO wells; 320,000 tested, 0.065% active;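 active = GFP response relative to DMSO above a set limit, near the screen mean plus 3 SD, cut at about 150% in these data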;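 also: ratio of well median GFP fluorescence to mean of DMSO wells on the plate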
AGP1 TOR yeast: modulators of TOR pathway AGP1-GFP in S. cerevisiae; S. cerevisiae AGP1-GFP multiplex flow cytometry, 3 h; GFP as percent of DMSO wells; GFP response vs DMSO, % at 10 µM; 320,000 tested, 0.02% active;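 active = GFP response relative to DMSO above a set limit, near screen average plus 3 SD, cut at about 150% in these data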;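 also: median GFP channel fluorescence of the gated AGP1 strain per well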
Efflux pump mplx: blocks antifungal efflux pumps in multiplex yeast assay. AID 485275. S. cerevisiae Candida pump triplex, Nile Red efflux. 330,000 tested, 0.44% active. inhibition, % at 10 µM;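 active = plate passing quality check with inhibition over a set limit, or well fluorescence over plate mean plus 4 SD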;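 also: Nile Red retained in pooled yeast measured as flow cytometry median fluorescence; 0% = buffer negative control and 100% = Enniatin B positive control; higher means more Nile Red kept so more efflux inhibition; some compounds called inactive have numbers as strong as hits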
CR mimetic SO: yeast age-related superoxide inhibition as caloric restriction mimetic. S. cerevisiae aged cells, superoxide DHE fluorescence; active compounds read low. superoxide response (% of plate mean), % at 10 µM. 330,000 tested, 0.18% active;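 active = superoxide response under a set limit, about three screen SD below normal, cut at about 65% in these data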;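 also: yeast aged for seven days with compound at 30 °C before DHE staining; 100% = average MFI of all compound-treated wells on the plate with controls excluded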
LAP4 TOR yeast: modulators of TOR pathway LAP4-GFP in S. cerevisiae. S. cerevisiae LAP4-GFP multiplex, flow cytometry GFP, 3 h; median GFP as percent of DMSO wells. GFP response vs DMSO, % at 10 µM. 320,000 tested, 0.34% active;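 active = GFP response vs DMSO above a set limit, about the screen mean plus 3 SD, cut at about 150% in these data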
* marks the source's active call; other numbers are inactive results; · = not tested or not shown.

SMILES	MEP2 TOR yeast	RPL19A TOR yeast	AHR act	CIT2 TOR yeast	AGP1 TOR yeast	Efflux pump mplx	CR mimetic SO	LAP4 TOR yeast
COc1cc2ccccc2cc1C(=O)Nc1ccc(Br)cn1	107	100	·	100	102	0.0	111	99
C=CCOC(=O)C1=C(C)OC(N)=C(C#N)C1c1ccccc1F (stereo not drawn)	102	107	3	116	109	-0.1	96	108
O=S1(=O)N=C(Nc2nncs2)c2ccccc21	103	95	0	99	102	-0.3	112	102
COc1cc(C(=O)Nc2ccc(S(=O)(=O)Nc3onc(C)c3C)cc2)cc(OC)c1OC	103	101	-1	97	100	0.0	97	94
CC(C)n1cc(C(=O)N2CCCC(N3CCN(c4ccc(F)cc4)CC3)C2)cn1 (stereo not drawn)	97	98	1	89	94	2.5	94	93
COc1ccccc1N=Nc1c(C)n[nH]c1C	116	104	16	104	104	0.1	104	98
Cn1c(SCC(=O)NC(C)(C)C)nnc1-c1cnccn1	100	103	-1	97	103	-0.1	98	103
CCOC(=O)c1sc(-c2ccccc2)cc1NC(=O)Nc1ccccc1	99	92	0	94	95	0.1	101	109
Cn1c(N)c(C(=O)COC(=O)c2cc(S(=O)(=O)N3CCCCC3)ccc2Cl)c(=O)n(C)c1=O	107	107	2	104	107	0.1	115	100
C/C(CCC1CC(C)OC1=O)=N/Nc1nc(-c2ccccc2)cs1 (stereo not drawn)	104	96	103*	93	96	-0.2	106	92
O=C(Nc1ccc(N2CCCC2)c(Cl)c1)c1cccnc1	114	100	29	98	99	0.2	99	111
NC(=O)c1cccc(-c2cccc(OC(=O)NC3CCCCC3)c2)c1	110	98	1	100	103	0.3	97	101
COC(=O)CSc1nnc(CNC(=O)c2ccccc2F)n1-c1ccccc1	106	99	-3	101	100	0.0	108	104
CC(C)NCc1cc(Br)ccc1OCc1ccccc1	97	98	-2	110	102	0.0	97	112
CCOC(=O)C1CCN(C(=O)CCCn2nc(CC)n3c(cc4occc43)c2=O)CC1	108	101	1	106	106	-0.1	81	115
Cc1ccccc1NC(C)C(=O)N/N=C/c1c[nH]c2ccccc12 (stereo not drawn)	101	96	11	96	95	0.1	94	97
COc1ccc(-n2nc(C(=O)c3cccs3)cc(-c3nc4ccccc4[nH]3)c2=N)cc1	105	97	10	95	101	0.0	102	102
CCOc1ccc2c(c1)OC(c1ccc(C)cc1)(C(F)(F)F)NC2=O (stereo not drawn)	99	103	-2	96	99	0.1	93	92
Cc1cc(C)cc(OCC(=O)NNC(=O)CCN2C(=O)c3ccccc3C2=O)c1	105	100	2	98	103	-0.1	105	111
Cc1ccc2nc(NC(=O)c3ccco3)sc2c1	100	98	-9	95	94	-0.1	114	120
CCCCCCOC(=O)C(C#N)c1nc2ccccc2nc1N1CCOCC1 (stereo not drawn)	93	105	1	·	99	0.1	119	92
COc1ccc(Cl)cc1NC(=O)NCc1ccco1	104	106	-1	105	98	-0.1	101	101
O=[N+]([O-])c1ccc(C(O)C(CO)NC(=S)Nc2ccccc2)cc1 (stereo not drawn)	106	102	-4	111	131	0.0	95	127
COc1cccc(C(=O)Cn2c(N3CCCCC3)nc3c2c(=O)n(C)c(=O)n3C)c1	110	97	2	96	98	0.1	99	105
N#CCC(=O)Nc1ccc(C(=O)OCC(=O)Nc2ccccc2-c2ccccc2)cc1	95	89	-1	89	97	0.0	96	96
C=CCc1cccc(C=Nc2c[nH]c(=O)[nH]c2=O)c1O	108	107	1	109	106	-0.1	93	85
COc1ccc(C(=O)Cn2c(=O)oc3ccc(C)cc32)cc1	100	94	-2	87	98	-0.1	122	104
NC(=O)N/N=C/c1ccccc1OC(=O)c1cc2ccccc2oc1=O	100	99	3	94	100	0.1	115	94
CSc1ccc(Cl)c(C(=O)OCC(=O)NC2CC2)c1	100	98	3	97	99	0.0	103	101
Cc1c(CCC(C)C)c(=O)n2c([nH]c3ccccc32)c1C#N	102	98	3	100	99	0.0	101	116
COC(=O)c1nn(-c2ccc(OC)cc2)c(=O)c2c(N)sc(C)c12	98	100	3	96	95	0.2	97	90
COc1cc(Br)cc(CN2CCN(C=O)CC2)c1O	99	99	0	100	100	-0.1	105	97
COc1cccc(C(=O)NCCSCc2c(F)cccc2Cl)c1	106	105	2	90	94	0.3	108	102
Cc1ccc(NC(=O)COC(=O)CN2C(=O)c3ccccc3C2=O)cc1S(=O)(=O)N(C)C	103	101	0	105	101	0.0	96	99
Cc1noc(C)c1C(=O)N1CCCC(C(=O)c2ccc(Cl)cc2)C1 (stereo not drawn)	95	97	3	99	100	-0.3	126	98
Cc1ccccc1OCC(=O)N/N=C/c1c(C)nn(-c2ccccc2)c1Cl	98	104	4	102	97	0.0	108	106
COc1cccc(C2[C@H](C)C3(CCN2C)OCCO3)c1 (stereo partly drawn)	101	102	-4	99	103	0.1	98	101
COc1ccc(C)cc1NC(=O)CCS(=O)(=O)c1cccc2nonc12	103	95	8	105	95	-0.2	104	94
Cn1ccnc1SCC(=O)Nc1sccc1C#N	102	103	51*	109	113	0.0	92	104
CCOc1cc(/C=C/C(=O)NCCc2ccc(S(N)(=O)=O)cc2)ccc1OCC(C)C	98	97	2	96	97	-0.1	107	96
Cc1ccc(C(=O)Nc2ccncc2)c(Cl)c1	98	99	-2	105	98	0.1	107	95
Cc1cc(C)c(C(=O)CC2(O)C(=O)Nc3ccccc32)cc1C (stereo not drawn)	112	94	3	99	·	0.2	100	100
CC1=CC(C)(C)NC(=S)N1NC(=O)c1ccccc1Cl	99	97	-1	98	109	-0.2	102	108
Cc1ccc(NC(=O)Cc2nnc(SCC(=O)NC3=NCCS3)n2C)cc1	106	102	1	107	97	-0.2	105	93
COc1ccc(CCN(Cc2ccccn2)C(=S)Nc2ccccc2F)cc1OC	95	96	1	105	104	-0.1	93	105

Brought forward from above: three compounds, followed by the next part.
SMILES	MEP2 TOR yeast	RPL19A TOR yeast	AHR act	CIT2 TOR yeast	AGP1 TOR yeast	Efflux pump mplx	CR mimetic SO	LAP4 TOR yeast
CC1=CC(C)(C)NC(=S)N1NC(=O)c1ccccc1Cl	99	97	-1	98	109	-0.2	102	108
Cc1ccc(NC(=O)Cc2nnc(SCC(=O)NC3=NCCS3)n2C)cc1	106	102	1	107	97	-0.2	105	93
COc1ccc(CCN(Cc2ccccn2)C(=S)Nc2ccccc2F)cc1OC	95	96	1	105	104	-0.1	93	105
CCCCn1c(N)c(N(CCOC)C(=O)c2ccc(S(=O)(=O)N(CC)c3ccccc3)cc2)c(=O)[nH]c1=O	99	99	-1	103	103	-0.3	81	104
O=C(O)CC/C(=N/NC(=O)CNC(=O)C(c1ccccc1)c1ccccc1)c1ccccc1	106	107	-2	103	100	0.1	101	99
Cc1cc(C(F)(F)F)n2nc(-c3cnn(C)c3C(F)(F)F)cc2n1	101	100	-1	94	94	0.1	111	103
CCOc1ccc2ccccc2c1C(=O)N1CCN(c2ccccc2)CC1	101	100	10	90	100	0.1	74	116
O=C(CSCc1ccc(F)cc1)Nc1ccccc1	99	100	2	94	100	-0.1	107	117
CN(C)CCN(C(=O)c1cccc(N2C(=O)CCC2=O)c1)c1nc2ccc(Br)cc2s1	103	102	2	99	111	0.1	103	109
COc1ccc(S(=O)(=O)n2c([N+](=O)[O-])cnc2C)cc1OC	106	105	-2	106	107	-0.1	95	95
O=C(Cc1ccc(Cl)cc1)NC(=S)Nc1ccccc1N1CCOCC1	88	101	12	90	90	1.4*	77	92
Cn1c(=S)n(/N=C/c2cccs2)c2ccccc21	90	100	33	88	95	-0.1	114	104
CCN1CCCC1CNC(=O)C(=O)NC (stereo not drawn)	102	104	1	102	111	-0.2	89	98
O=C(CSc1ccccc1)NCc1cccnc1	97	97	3	97	98	0.0	98	105
COc1cccc(NS(=O)(=O)c2cc3[nH]c(=O)c(=O)[nH]c3cc2C)c1	100	96	0	99	94	0.0	71	89
O=C(NCC1CCCO1)c1ccc(S(=O)(=O)Nc2ccccc2F)cc1 (stereo not drawn)	135	95	0	97	100	0.0	73	103
CS(=O)(=O)c1ccc2nc(NC(=O)C3CC3)sc2c1	104	99	1	102	106	0.1	95	99
COc1cc(OC)c(C(=O)Nc2ncn[nH]2)cc1OC	100	100	3	91	100	0.0	108	98
Cc1cccc(C(=O)Oc2ccccc2/C=N/NC(=O)c2ccc(NC(=O)C(C)(C)C)cc2)c1	97	96	3	93	94	-0.3	94	89
COc1cc2c(cc1OC)C(c1ccc(OC)c(OC)c1OC)CC(=O)N2 (stereo not drawn)	107	106	·	100	105	-0.1	98	98
COc1ccc(OCc2nnc(SCC(=O)N(C)Cc3ccccc3)n2N)cc1	93	99	-1	93	99	0.0	97	105
CCOC(=O)c1c(NC(=O)CSC2=NN3CCCC(=O)N=C3S2)sc2c1CCCCC2	106	114	0	127	119	0.1	117	113
CCN(C1CCCCC1)S(=O)(=O)c1c(C)n(C)c(=O)n(C)c1=O	106	102	0	104	106	-0.1	97	108
Cc1cc(S(=O)(=O)NC2CCCCC2)ccc1-n1cnnn1	87	91	1	85	91	0.1	83	89
Cc1cc(-c2ccco2)n(CC(=O)O)n1	112	104	1	108	113	-0.3	92	104
CCCS(=O)(=O)N1CCC(C(=O)NCc2ccc3c(c2)OCO3)CC1	100	102	3	107	107	0.0	87	100
Cc1ccc2c(c1)nnn2C1CCN(S(=O)(=O)c2ccc(C(=O)N(C)C)cc2)CC1	107	106	4	109	109	-0.1	101	98
CCOC(=O)c1[nH]c(C)c(/C(O)=C2\C(=O)C(=O)N(CCCN3CCOCC3)C2c2cccs2)c1C (stereo not drawn)	103	101	5	100	111	0.0	101	112
CNc1ccccc1C(C)(C)c1cc(-c2cc(C)cc(C)c2)no1	114	91	45	92	88	-0.1	107	87
COc1ccc(-c2coc3c(CN4CCCCC4)c(O)c(CN4CCCCC4)c(O)c3c2=O)cc1	97	94	5	89	93	0.3	86	102
CC(=O)c1c(C)n(-c2ccc(Cl)cc2)c2ccc(O)cc12	109	105	2	101	94	-0.3	96	87
C=CCOc1c(Br)cc(CNCCCN2CCOCC2)cc1OC	108	104	·	102	99	0.0	99	95
COc1cc(Cl)c(C)cc1NC(=O)Cn1c(NCCO)nc2ccccc21	108	100	6	97	96	0.3	84	104
Cc1ccc(C(=O)Nc2ccc(C(=O)O)cc2)cc1S(=O)(=O)NCc1ccccc1	104	108	-4	118	110	-0.4	102	79
Cc1ccc(Cn2cc(/C=C/C(=O)O)c(-c3ccccc3)n2)cc1	122	116	3	128	122	0.0	102	131
O=C(Cn1cc2c(n1)CCCCC2)Nc1ccccc1Cl	106	94	0	85	97	0.1	109	110
COc1ccc(N2CCN(C(CNS(C)(=O)=O)c3ccco3)CC2)cc1 (stereo not drawn)	109	106	1	98	105	0.0	93	96
COc1cccc(CN(c2ccc3c(c2)CCC3)S(=O)(=O)c2ccc(-n3cnnn3)c(OC)c2)c1	100	101	1	96	98	0.1	102	94
O=C1CC(CCC(=O)NC2CC2)c2ccccc2N1 (stereo not drawn)	97	98	-2	99	100	0.0	109	102
COc1ccc(N2CC(C(=O)Nc3nnc(SCC(=O)NCC4CCCO4)s3)CC2=O)cc1 (stereo not drawn)	92	96	3	93	103	0.5	99	110
COC(=O)c1sc2cc(=O)n(-c3cccc(C(F)(F)F)c3)nc2c1O	101	102	-2	93	104	0.1	113	109
O=C(c1ccccc1Cl)N1CCN(c2ncccn2)CC1	103	98	-1	99	101	-0.1	106	106
COCCSc1ccccc1C(=O)N1CCOCC1	113	99	0	110	111	-0.1	113	108
